GPR7 antagonist – GPR7 receptor antagonists, primary screen, cell-based, fluorescence, single concentration; Neuropeptides B/W receptor type 1 (Homo sapiens), P48145; hit rate 1.1% among 290,000; AID 1861, 2009; GPR7-expressing cells, fluorescence antagonist assay; inhibition, % at 4.4 µM; in the data active = inhibition above about 16%, passing the limit was not always enough;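 also: cells stimulated with the agonist NPW; 0% = agonist with vehicle and 100% = vehicle without agonist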
OXTR agonist – human OXTR agonists, primary screen, fluorescence, CHO-OTR cells, Fluo-8 calcium; Oxytocin receptor (Homo sapiens), P30559; Fluo-8 calcium fluorescence; normalized: DMSO 0%, oxytocin 100%; activation, % at 3 µM; hit rate 0.32% among 320,000;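 active = activation above the mean of all tested compounds plus 3 SD, cutoff set per screening run, cut at about 20% in these data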;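 also: peak over basal fluorescence ratio from a 100 s FLIPR kinetic read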
Target sequence (P30559 whole entry, looked up): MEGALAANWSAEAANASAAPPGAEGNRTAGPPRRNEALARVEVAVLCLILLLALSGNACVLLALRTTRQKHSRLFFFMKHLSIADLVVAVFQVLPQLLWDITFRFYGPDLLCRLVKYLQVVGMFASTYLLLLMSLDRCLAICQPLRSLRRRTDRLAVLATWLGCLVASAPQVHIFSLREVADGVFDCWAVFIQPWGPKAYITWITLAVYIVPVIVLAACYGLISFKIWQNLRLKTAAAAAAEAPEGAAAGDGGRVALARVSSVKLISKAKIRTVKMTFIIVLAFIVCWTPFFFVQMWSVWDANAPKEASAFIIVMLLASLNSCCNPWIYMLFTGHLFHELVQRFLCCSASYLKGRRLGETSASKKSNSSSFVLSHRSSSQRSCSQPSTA
MEKK2mut PB1 HTS – MEK5 binding signal on mutant MEKK2 PB1, primary screen, biochemical, multiplex bead flow cytometry, Alexa488-MEK5 | Alexa488-MEK5 binding to MEKK2 mutant | percent response, % at 10 µM | hit rate 0.35% among 290,000; in the data active = percent response above about 24%, passing the limit was not always enough; also: inactives centre near 1; some results filed as inactive read as strong as hits; reference of the scale not given here
PfM18AAP inh – PfM18AAP inhibitors, malaria aminopeptidase, primary screen, biochemical, QFRET, recombinant enzyme | inhibition, % at 7.35 µM | H-Glu-NHMec fluorogenic cleavage | hit rate 1.2% among 290,000 | M18 aspartyl aminopeptidase (Plasmodium falciparum 3D7);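 active = inhibition above the campaign mean inhibition over all tested compounds plus 3 SD, cut at about 28% in these data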;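 also: 0% = plate median of test compound wells and 100% = 2 mM ZnCl2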
MEKK2wt PB1 HTS – modulators of MEK5 binding to wildtype MEKK2, primary screen, biochemical, multiplex bead flow cytometry, Alexa488-MEK5. Mitogen-activated protein kinase kinase kinase 2 (Homo sapiens), Q9Y2U5. Alexa488-MEK5 binding to MEKK2 WT; actives lie on both sides. binding response (% of control), % at 10 µM. hit rate 1.1% among 290,000. AID 1531, 2009; in the data active = binding response below about 67% or above about 130%
NALP1 inh – NALP1 inflammasome inhibitors in reconstituted yeast, colorimetric, S. cerevisiae, triplicate retest. S. cerevisiae NALP1/ASC/caspase-1 growth, X-gal OD620, 72 h. AID 2071, 2009. inhibition, % at 10 µM. hit rate 0.61% among 280,000; in the data active = inhibition mostly above about 24%, no sharp cut-off; inactive = mostly below about 32%; also: some compounds called inactive have numbers as strong as hits
FID counter – compounds displacing fluorescent DNA intercalator, primary screen, artefact control for HCV NS3 helicase inhibitor project, biochemical, FID fluorescence; inhibition, % at 7.9 µM; DNA fluorescent intercalator displacement; hit rate 0.17% among 290,000; in the data active = inhibition above about 37%;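 also: 0% = vehicle and 100% = reference compound; higher means more ethidium bromide displaced from hairpin DNA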
PHOSPHO1 block – PubChem AID 1565 | recombinant PHOSPHO1, absorbance phosphatase assay | inhibition, % at 13.3 µM | hit rate 1.1% among 290,000; in the data active = inhibition above about 60%
MEKK3 PB1 HTS – modulators of MEKK3-MEK5 PB1 binding, primary screen, biochemical, wildtype MEKK3, multiplex bead flow cytometry, Alexa488-MEK5; Mitogen-activated protein kinase kinase kinase 3 (Homo sapiens), Q99759; bead-based flow cytometry, Alexa488-MEK5 binding to MEKK3; actives lie on both sides; 0 = blocked by unlabeled MEK5, 100 = vehicle; binding response (% of control), % at 10 µM; hit rate 1.4% among 290,000;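 active = binding response more than 3 SD above or below the average of its plate-row segment, actives on both sides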;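 also: Alexa488 bead fluorescence after subtracting the streptavidin-only scavenger bead signal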
Target sequence (Q99759 whole entry, looked up): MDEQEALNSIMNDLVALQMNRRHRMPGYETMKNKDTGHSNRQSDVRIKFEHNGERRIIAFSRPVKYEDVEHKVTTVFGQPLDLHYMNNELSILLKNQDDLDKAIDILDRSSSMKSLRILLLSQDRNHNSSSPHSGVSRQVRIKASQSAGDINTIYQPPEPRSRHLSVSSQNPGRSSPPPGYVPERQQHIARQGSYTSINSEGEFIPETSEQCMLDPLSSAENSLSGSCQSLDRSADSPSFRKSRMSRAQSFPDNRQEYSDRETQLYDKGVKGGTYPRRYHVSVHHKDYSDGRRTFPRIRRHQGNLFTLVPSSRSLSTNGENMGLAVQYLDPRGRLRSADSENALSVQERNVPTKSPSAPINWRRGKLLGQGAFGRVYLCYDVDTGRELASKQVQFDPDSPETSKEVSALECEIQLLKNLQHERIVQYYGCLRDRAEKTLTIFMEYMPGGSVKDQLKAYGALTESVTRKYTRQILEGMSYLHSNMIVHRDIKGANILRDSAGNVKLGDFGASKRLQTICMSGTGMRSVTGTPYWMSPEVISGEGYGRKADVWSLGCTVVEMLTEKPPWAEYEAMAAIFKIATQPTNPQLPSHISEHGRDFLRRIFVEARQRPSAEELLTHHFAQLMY
* hit, by the source's call; x = no result given.

smiles,MEKK3 PB1 HTS,MEKK2wt PB1 HTS,NALP1 inh,MEKK2mut PB1 HTS,PHOSPHO1 block,PfM18AAP inh,GPR7 antagonist,OXTR agonist,FID counter
COc1ccc(-c2csc(NC(=S)NC(=O)c3ccco3)n2)cc1,93,87,-4,-15,-10,1,-12,0.3,7
CC(C)(C)CN1C(=O)C(=O)NC[C@@H]1CCCCN,95,98,x,-1,x,x,x,0.9,x
Cc1ccc(CNC(=O)C2CNc3cc(C)ccc3O2)cc1 (stereo unspecified),105,103,-8,1,17,-6,-2,-0.9,-24
Cc1cc(C)c(C(=O)CSc2nc3ccccc3c(=O)[nH]2)cc1C,116,108,-7,0,24,4,-15,-0.9,-20
CCN(CC)c1ccc(S(=O)(=O)N(CC)CC)cc1NC(=O)c1cccnc1,97,91,-2,-6,42,4,-7,-1.0,-18
CC(C)N(C)Cc1cn(C)nc1-c1ccc(Oc2ccccc2)cc1,102,107,27,2,19,0,9,1.8,22
CCCNS(=O)(=O)c1ccc(OCC(=O)N2CCN(c3ccccc3)CC2)cc1,93,99,6,-5,18,3,2,1.4,-30
COC(CNC(=O)c1cccnc1)OC,103,99,25,-6,32,-4,-5,1.6,-4
COc1ccc(C(N)CCc2ccc(C)o2)cc1 (stereo unspecified),x,x,16,x,32,3,8,-0.1,-7
Cc1ccc2sc(N(CCN(C)C)C(=O)c3ccc(S(=O)(=O)N4CC(C)OC(C)C4)cc3)nc2c1C (stereo unspecified),111,121,-2,17,-2,-6,13,1.4,22
CCOC(=O)c1ccc(COC(=O)CNS(=O)(=O)c2ccccc2)cc1,102,99,-7,-1,2,3,-15,-1.2,-12
O=C1C2N=NN(CC(=O)N3N=C(c4ccccc4)CC3c3ccc([N+](=O)[O-])cc3)C2C(=O)N1c1ccccc1 (stereo unspecified),107,100,8,1,38,10,-11,3.3,-28
CC1CN(C(=O)c2ccc(CNS(=O)(=O)c3cccc(C(F)(F)F)c3)cc2)CC(C)O1 (stereo unspecified),112,108,-3,9,3,12,9,4.9,-35
O=C(N/C(=C\c1cccnc1)C(=O)N1CCC(O)CC1)c1ccccc1,101,103,-5,3,26,-4,-8,0.4,-5
CC(=O)N1CCc2cc(S(=O)(=O)NC(C)c3ccccc3)ccc21 (stereo unspecified),97,99,5,-1,26,3,-25,4.0,-37
CC(C)(C)c1ccc(-n2ncc3c2CCCC3NC(=O)c2cnccn2)cc1 (stereo unspecified),101,97,24,-7,24,-1,10,5.7,-31
COc1ccc(OC)c(NC(=O)CSc2nc3c(c(=O)n(C)c(=O)n3C)n2C)c1,100,97,-2,3,16,-4,6,0.5,-3
COC(=O)c1[nH]cnc1C(=O)c1ccccc1,104,105,0,2,-14,-10,8,-0.2,0
CC(C)OC(=O)/C(C#N)=C/c1cn(C)c2ccccc12,100,94,8,3,-20,-7,-7,-2.7,-20
Cc1nnsc1C(=O)N1CCCC(C(=O)c2ccc(C(F)(F)F)cc2)C1 (stereo unspecified),99,100,-4,2,-37,-3,-6,2.5,-14
COc1ccc(N2C(=O)[C@@H]3Cc4ccccc4CN3C2=O)cc1,96,102,-4,0,-8,5,-16,-0.4,-4
Cc1ccc(NS(=O)(=O)c2cccc(C(=O)OCC(=O)NCc3ccco3)c2)cc1,100,102,10,3,-3,6,1,8.9,-12
O=S(=O)(c1cccs1)N1CN(Cc2cccs2)c2nc3ccccc3nc21,107,100,27,-1,-3,-5,-5,-2.0,-5
Cc1ccc(N=C(NO)c2nonc2N)c(C)c1,88,89,23,-5,-8,34*,-8,1.7,4
O=S(=O)(NN1CCOCC1)c1ccc(Cl)s1,106,106,7,5,25,3,-8,1.0,0
O=c1nc(-c2ccccc2)c2cc(Br)ccc2[nH]1,105,108,2,1,45,6,-7,-1.6,-8
NC(=O)c1c(NC(=O)CSc2nnc(Cc3ccccc3)n2Cc2ccco2)sc2c1CCC2,103,100,-4,2,39,-1,5,-0.6,-9
COc1ccc(S(=O)(=O)N2CCOC23CCN(C(=O)c2c(F)cccc2Cl)CC3)cc1,101,103,-4,-1,47,1,-5,0.0,-39
CCc1ccc(NC(=O)c2sccc2-n2cccc2)cc1,101,94,6,-4,-1,9,-12,-1.7,-12
O=C(CSc1nc(-c2ccccc2)cs1)Nc1cccc([N+](=O)[O-])c1,103,108,54,12,8,2,18,0.9,15
O=C(NC(=Nc1nc2ccccc2o1)NC(=O)c1ccccc1)c1ccccc1,89,87,27,-3,-15,1,-5,1.4,3
CCOC(=O)C(C)n1cnc2c(nnn2-c2ccc(C)cc2)c1=O (stereo unspecified),109,111,13,6,-4,5,5,0.7,-10
CCN(CC)CCNC(=O)c1cccc(NC(=O)C(=O)c2ccccc2NC(C)=O)c1,99,102,3,0,7,-11,1,-0.4,2
C=CCNc1nc(NCCN2CCOCC2)nc(OC)n1,100,100,13,-2,0,3,-7,0.1,-4
Cc1ccc(C2C3CSCC=C3C(C#N)=C(N)C2(C#N)C#N)cc1 (stereo unspecified),72,77,28,-16,-3,9,-7,3.6,-7
COc1ccc(-n2nc(C(=O)O)nc2-c2ccccc2)cc1,101,100,10,-2,3,-6,-10,0.5,-4
O=S(=O)(NCC1CC1)c1cc(Cl)cc(Cl)c1,103,97,0,-4,14,-3,-7,-2.1,-5
COc1ccc(OC)c(Nc2nc(=O)c3cccnc3s2)c1,120,105,14,0,-81,54*,2,x,-7
COc1cc2c(c(OC)c1OC)-c1ccc(OC)c(=O)cc1C(NC(C)=O)CC2 (stereo unspecified),100,104,5,4,6,-1,10,-0.1,-11
Oc1ccc(-c2csc(NCc3ccco3)n2)cc1,103,101,0,1,-3,10,-9,-0.6,3
CC1CC(C)CN(C(=O)c2ccc(C#N)cc2)C1 (stereo unspecified),101,100,4,-7,6,-11,-4,-0.3,-8
COc1ccc(N2CC(C(=O)Nc3cccc(OC(C)C)c3)CC2=O)cc1 (stereo unspecified),110,110,4,6,39,-5,-13,2.5,-34
Cc1ccc2c(c1Br)/C(=N/N1C(=O)c3ccccc3C1=O)C(=O)N2,x,x,13,x,38,3,-8,4.4,-22
O=C(CCSc1ccccc1)OCn1nnc2ccccc2c1=O,111,97,10,0,45,3,-8,1.7,-11
CCn1cc(C(=O)N[C@H](C(=O)NCCN2CCOCC2)C(C)C)c(=O)c2cc3c(cc21)OCO3,98,96,18,-10,27,-3,-8,2.6,-11
Cc1ccccc1NC(=O)C(C)O/N=C/c1cccc([N+](=O)[O-])c1 (stereo unspecified),106,110,-2,5,2,-5,-3,-0.5,1
Cc1ccc(-n2nnnc2SCCNS(=O)(=O)c2ccccc2)cc1C,95,94,-6,-2,15,-1,5,4.2,-24
Cn1cc(S(=O)(=O)N2CCOCC2)cc1C(=O)Nc1ccc(Cl)cc1,93,96,18,-1,33,5,-3,1.4,-18
Cc1ccc(CN2CCC(c3cc(-c4ccc(Cl)cc4)n[nH]3)CC2)cc1,106,167*,35*,27*,31,4,19,9.3,15
CC1CCC(NC(=O)CCNS(=O)(=O)c2ccccc2)CC1 (stereo unspecified),101,106,-3,6,4,0,-18,-1.0,-17

Following part:
smiles,MEKK3 PB1 HTS,MEKK2wt PB1 HTS,NALP1 inh,MEKK2mut PB1 HTS,PHOSPHO1 block,PfM18AAP inh,GPR7 antagonist,OXTR agonist,FID counter
CC(=O)c1ccc(NC(=S)NCc2cccnc2)cc1,100,100,-15,-3,20,6,-11,0.3,2
O=C(c1cccc(N2CCCC2=O)c1)N1CCN(c2cccc(Cl)c2)CC1,100,98,20,-1,37,-10,5,4.9,-53
Cn1c(=O)[nH]c(=O)c2c1nc(CN1CCN(c3ccc(F)cc3)CC1)n2CCCc1ccccc1,106,108,1,6,0,-4,1,-0.8,-11
COc1ccc(NC(=O)Cn2cnc3ccccc3c2=O)cc1OC,97,98,11,-1,32,2,-8,0.1,0
COc1ccc(-n2nc(C#N)c(Cl)cc2=O)cc1,95,96,4,-1,33,-6,9,x,-9
CCON1C(=O)CN(C(=O)OC)C1c1ccc(Cl)cc1Cl (stereo unspecified),107,107,-8,3,3,14,-3,-0.7,-15
COc1cc(/C=C(/NC(=O)c2ccccc2)C(=O)Nc2ccccc2)c([N+](=O)[O-])cc1OC,x,x,7,x,45,4,3,-0.3,-13
Cc1nc(SCC(=O)NCc2ccco2)c2c3c(sc2n1)CCCC3,105,98,5,2,-1,-16,5,-2.4,-24
Nc1ccc2nn(-c3ccc(Cl)cc3)nc2c1,98,91,x,-4,20,4,-9,3.4,2
CCN1CCN(C(=O)c2cccc(OC3CCN(S(=O)(=O)N(C)C)CC3)c2)CC1,102,107,13,5,-15,-4,-12,-0.2,-6
COc1ccc(OC)c2sc(NC(=O)c3ccc(S(=O)(=O)N4CCOCC4)cc3)nc12,102,105,33,0,34,0,-8,1.8,-6
CCOC(=O)c1c(NC(=O)CSc2nc3ccccc3s2)sc(C)c1C,100,94,3,-5,26,30*,2,-0.3,-9
O=C(CCc1nc2ccccc2c(=O)[nH]1)OCC(=O)N1CCN(S(=O)(=O)c2ccccc2)CC1,104,108,6,4,32,4,6,-0.5,-19
COc1ccc(CN2CCC(C(=O)Nc3ccc(Oc4ccccc4)nc3)CC2)cc1F,98,109,28,4,6,4,2,5.1,16
CCCCCC(C)NC(=O)CN1C(=O)NC(C)(c2ccc3ccccc3c2)C1=O (stereo unspecified),101,104,0,10,25,4,-22,-1.7,-42
O=c1c2ccccc2nc(-c2ccco2)n1CCCn1ccnc1,104,104,9,3,23,5,-7,0.5,-2
COc1cccc(C(=O)NN2CC(O)=C(c3nc(C)cs3)C2=N)c1,94,96,3,-3,30,-7,9,-1.4,5
Cc1cc(C(=O)Nc2ccc(S(=O)(=O)N3CCCC3)cc2)no1,107,98,-13,-5,62*,-12,-4,0.3,-2
COc1ccc(C(=O)Oc2cc(C(=S)N3CCOCC3)ccc2OC)cc1,103,96,-3,-3,30,3,-3,0.8,-31
COC(=O)c1ccc(C2=NOC(C)(c3sc(-c4ccccc4)nc3C)C2)cc1 (stereo unspecified),98,97,x,3,44,x,x,-0.6,x
N#CC1=C(SCC(=O)c2ccccc2)NC2=C(C(=O)CCC2)C1c1ccco1 (stereo unspecified),x,x,0,x,-20,24,6,3.7,-9
O=C(c1cc2cc([N+](=O)[O-])ccc2s1)N1CCCCC1,99,96,-8,-8,46,0,-9,0.2,4
Cc1cccc2cc(CN(CCCN(C)C)C(=S)NCCc3ccccc3)c(=O)[nH]c12,99,100,-4,-7,41,0,31*,17,24
CC12CCC(C(=O)N(CCC#N)CCC#N)(CC1=O)C2(C)C (stereo unspecified),109,103,15,4,-3,1,-7,1.2,2

Looked up above.
Result of `O=C(c1cc2cc([N+](=O)[O-])ccc2s1)N1CCCCC1` in NALP1 inh: -8
Result of `CC12CCC(C(=O)N(CCC#N)CCC#N)(CC1=O)C2(C)C` (stereo unspecified) in PHOSPHO1 block: -3
